Bioassay records: PubChem BioAssay, Sanford-Burnham Center for Chemical Genomics
SENP7 block: SENP7 protease inhibition; inhibition, % at 5 µM; 1.5% of 330,000 active; recombinant SENP7, Z-RLRGG-aminoluciferin luminescence, 40 min;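 active = inhibition above about 50% at the single test dose, limit read from the data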;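 also: plate controls were DMSO with enzyme for no effect and no enzyme buffer wells for full effect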
Target sequence (Q9BQF6 706-1050 limits assumed): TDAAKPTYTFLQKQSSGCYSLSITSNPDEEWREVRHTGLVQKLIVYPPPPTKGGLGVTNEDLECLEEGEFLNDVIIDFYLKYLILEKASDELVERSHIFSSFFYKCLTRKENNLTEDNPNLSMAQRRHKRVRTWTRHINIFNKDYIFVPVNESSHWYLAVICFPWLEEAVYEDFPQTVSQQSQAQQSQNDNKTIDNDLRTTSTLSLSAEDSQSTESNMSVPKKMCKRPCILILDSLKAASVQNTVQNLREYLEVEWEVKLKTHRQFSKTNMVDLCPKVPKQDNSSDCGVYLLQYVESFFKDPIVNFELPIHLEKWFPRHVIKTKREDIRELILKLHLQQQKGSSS
SENP8 block-1: SENP8 protease inhibition. Q96LD8. purified SENP8, Z-RLRGG-aminoluciferin cleavage, luminescence. inhibition, % at 10 µM. 1.2% of 330,000 active. AID 2540; in the data active = inhibition above about 50%
Target sequence (Q96LD8 whole entry, looked up): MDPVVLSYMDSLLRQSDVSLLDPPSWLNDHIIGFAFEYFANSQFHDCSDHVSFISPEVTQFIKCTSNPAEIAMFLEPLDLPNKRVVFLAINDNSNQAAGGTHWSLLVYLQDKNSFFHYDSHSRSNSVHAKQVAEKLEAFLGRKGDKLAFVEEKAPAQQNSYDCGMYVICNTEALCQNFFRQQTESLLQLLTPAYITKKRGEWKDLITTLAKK
SENP8 block-2: SENP8 (human) protease inhibition | Q96LD8 | recombinant SENP8, Nedd8 substrate fluorescence | inhibition, % at 20 µM | 0.64% of 360,000 active | AID 602440; in the data active = inhibition mostly above about 40%, no sharp cut-off; inactive = mostly below about 27%
PfG6PD inh: PfG6PD (Plasmodium falciparum) enzyme inhibition. PfGluPho enzyme, NADPH resazurin-diaphorase fluorescence. 0.78% of 350,000 active. AID 504690. inhibition, % at 20 µM;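 active = inhibition reaching at least a set limit at 20 µM in the primary screen, cut at about 59% in these data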;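 also: 0% = DMSO wells with substrate and 100% = DMSO wells lacking glucose-6-phosphate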
SENP1 inh: blocks the human SENP1 SUMO protease catalytic domain. inhibition, % at 10 µM. Q9P0U3. recombinant SENP1 catalytic domain, CyPet-SUMO1-YPet FRET cleavage. 0.21% of 360,000 active;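 active = inhibition at least 30% at 10 µM, raw YFP signal under a set limit, fluorescence ratio 0.5 to 1.5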;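 also: 0% = enzyme with DMSO and 100% = no enzyme wells; some results filed as inactive read as strong as hits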
Target sequence (Q9P0U3 419-644 limits assumed): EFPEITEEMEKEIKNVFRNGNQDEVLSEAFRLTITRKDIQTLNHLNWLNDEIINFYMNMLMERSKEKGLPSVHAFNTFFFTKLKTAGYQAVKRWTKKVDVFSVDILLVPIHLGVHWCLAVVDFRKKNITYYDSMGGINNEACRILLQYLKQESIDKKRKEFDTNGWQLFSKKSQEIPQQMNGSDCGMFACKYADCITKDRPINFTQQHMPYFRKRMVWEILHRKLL
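Test system: hSENP1 catalytic domain, recombinant; Amount: 20 pM final SENP1 enzyme; Medium: Tris pH 8 buffer plus EDTA, NaCl, BME, BSA, NP40, catalase; Schedule: 50 min enzyme reaction, room temperature, light-protected; Technique: FRET fluorescence in CFP and YFP emission channels; Controls: no-enzyme wells low, DMSO-plus-enzyme wells high control.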
beta cell repl: inducers of beta-cell replication in MIN6 cells | MIN6 cells proliferation, ATPlite luminescence, 48 h; cells starved in 0.2% serum; 100% = growth in 10% serum | proliferation, % at 10 µM | 0.29% of 330,000 active | AID 2380;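 active = compounds whose signal lies at least 3.5 SD above the mean of all wells on their plate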;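 also: 0% = DMSO-treated cells in low-serum medium and 100% = 10% serum control; some compounds called inactive have numbers as strong as hits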
HKDC1 inh: inhibitors of human hexokinase HKDC1; 0.16% of 340,000 active; inhibition, % at 20 µM; recombinant HKDC1, G6PDH/diaphorase resazurin coupled fluorescence; AID 493160;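 active = inhibition above about 35% when tested at 20 µM, limit read from the data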;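 also: plate controls were DMSO wells with enzyme for no effect and DMSO wells lacking enzyme for full effect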
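Incubation: 90 min at room temperature in dark / Material: recombinant HKDC1 (HK5) hexokinase enzyme, produced in-house / Quantity: enzyme 5 µg/mL final / Compound: one dose of 20 µM, 1% DMSO / Reagent: glucose and ATP substrates / Buffer or medium: Tris pH 8.0 buffer with MgCl2, Tween-20, BSA, BME / Technique: resorufin fluorescence at 613 nm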
SENP6 block: SENP6 protease inhibition. Recombinant SENP6 catalytic domain, aminoluciferin luminescence. inhibition, % at 10 µM. 1.8% of 330,000 active. AID 2599;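 active = inhibition above about 50% at the single tested dose, limit read from the data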;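 also: plate controls were DMSO wells with enzyme for no effect and DMSO wells lacking enzyme for full effect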
UBC13 polyUb: blocks human UBC13 polyubiquitin chain formation; 0.47% of 330,000 active; AID 485273; TR-FRET; inhibition, % at 20 µM; in the data active = inhibition above about 45%, passing the limit was not always enough; inconclusive = no clear call, values can overlap the other calls
Target sequence (P61088 whole entry, looked up): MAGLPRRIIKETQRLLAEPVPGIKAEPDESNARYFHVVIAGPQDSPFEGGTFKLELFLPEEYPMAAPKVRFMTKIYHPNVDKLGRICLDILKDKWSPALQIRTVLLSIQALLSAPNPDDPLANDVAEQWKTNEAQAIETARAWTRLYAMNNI
Active calls of the source: *; i = inactive; ? = inconclusive; . = no result given; & = joins results of further samples. These rows are one share of the data. The share of hits here may be higher or lower than overall.

SMILES	SENP7 block	SENP8 block-1	SENP8 block-2	PfG6PD inh	SENP1 inh	beta cell repl	HKDC1 inh	SENP6 block	UBC13 polyUb
N#Cc1ccc(N2CCNCC2)c(F)c1	3	27	20	-6	4	2	-6	3	5
CC(C)CN1CCN(Cc2c(F)cccc2Cl)CC1CCO (stereo not drawn)	8	4	6	2	3	-2	-3	14	-10
O=c1[nH]c(=O)n(Cc2ccco2)c(O)c1C=NC1CC1	-11	-11	21	-8	-2	-1	-1	-4	-3
Cc1nn(Cc2ccccc2)c(Cl)c1C(=O)NC1CCCc2ccccc21 (stereo not drawn)	5	-9	-1	-9	-4	-1	-1	5	2
COc1ccccc1N(CC(=O)NC1CCCC1)C(=O)c1cnn(C(C)C)c1	8	1	20	9	1	-2	-5	-9	1
CCC(C)n1c(C)cc(C(N)=O)c1C (stereo not drawn)	5	-6	11	-52	-7	0	3	-5	16
O=C1/C(=C/c2ccc3c(c2)OCO3)N2CCC1CC2	8	1	4	-10	2	0	-5	-20	5
CCn1c(=O)cc(OCC(=O)N2CCN(Cc3ccc4c(c3)OCO4)CC2)c2ccccc21	-9	-7	6	-3	0	-3	4	7	-12
O=c1c2ccccc2nc(-c2ccco2)n1-c1ccc(Br)cc1	2	6	14	-2	2	-2	1	1	-4
O=C(CN1CC(c2ccccc2)CC1=O)Nc1ccc(F)cc1 (stereo not drawn)	0	6	7	8	0	0	-7	-4	-1
O=C(NC1CCCCC1)N1Cc2ccccc2-n2nncc2C1	.	.	10	1	2	.	-1	.	.
CCOC(=O)C1(CCOc2ccccc2)CCN(C(C)CSC)CC1 (stereo not drawn)	-5	-7	12	5	-3	-3	6	2	7
O=C1NC(=O)C(=Cc2ccc(-c3ccc(S(=O)(=O)N4CCOCC4)cc3)o2)C(=O)N1	-5	2	-6	73*	-2	0	8	-3	-34
NCCc1cc(O)c(O)cc1O	.	.	36*	94*	4&6	.	15&23	.	.
CC(=O)N1CC(=O)Nc2ccc(C)cc2C1c1ccccc1 (stereo not drawn)	9	7	7	-4	0	-2	-6	2	0
Cc1cc(C)c(C(=O)CN2CCOCC2)c(C)c1	-5	0	17	8	1	1	-8	5	-3
COc1cc2[nH]c(=O)n(-c3ccc(C)cc3)c(=O)c2cc1OC	6	1	-182	0	2	-2	-5	-9	0
CCOc1ccc(Br)c(C2(O)CC(C)N(C)CC2C)c1 (stereo not drawn)	-4	-10	12	-18	1	-1	-3	-14	3
COc1cc(C=C2C(=O)NC(=O)NC2=O)ccc1OCc1ccc([N+](=O)[O-])cc1	.	.	10	37	3	.	7	.	.
COc1ccc(-c2cc(-c3ccccc3)[n+](C)c(-c3ccccc3)c2)cc1	1	6	-387	-8	0	-6	-7	-7	10
Cc1nn(Cc2ccccc2Cl)c(C)c1C(=O)NC1CCCc2ccccc21 (stereo not drawn)	1	2	9	-12	0	0	1	5	6
CCCNC(=O)N1[C@H]2CC[C@@H]1C(C(=O)OC)=C(c1cc3ccccc3s1)C2	-10	3	11	4	2	8	-3	-18	6
CCOP(=O)(OCC)C1(O)C(=O)Nc2ccccc21 (stereo not drawn)	5	-2	24	-4	3	-2	-14	-10	0
O=Cc1cn(Cc2ccccc2F)c2ccccc12	2	3	20	-9	1	0	-7	0	10
CCc1ccc(/C=C(/C#N)C(N)=S)cc1	-3	-11	5	32	4	1	11	-6	8
Cc1nc2ccccc2c(=O)n1-c1cccc([N+](=O)[O-])c1	4	8	3	10	-1	4	0	-22	-7
c1cncc(C2CCCCN2)c1 (stereo not drawn)	0	-3	55*	-13	1	-4	-3	7	-1
CSc1nnc([C@@H](N)Cc2ccccc2)o1	2	11	10	-7	1	2	-3	7	-2
O=C(CCCOc1ccc(Cl)cc1Cl)N1CCC2(CC1)OCCO2	-3	-5	6	17	2	-1	-7	-1	-1
CCc1cc2c(s1)NC(=O)CN=C2c1cccs1	4	2	-1	-12	0	-3	-8	-14	2
CCOC(=O)c1c(C=O)c2ccccc2n1Cc1ccccc1F	-1	-7	11	-24	1	-4	5	8	10
COC1=C(OC)[C@]23CCc4ccc(OC)c(OC)c4[C@]2(CCN3C)CC1=O	-17	-19	19	-12	-2	-3	0	-7	1
c1ccc2[nH]c(CCNC3CCCCC3)nc2c1	-3	10	11	-7	-16	3	-1	7	3
CCC(=O)O[C@@H]1[C@@H](OC(C)=O)[C@@]2(O)C(C[C@H](O)C2(C)C)[C@](C)(O)[C@H]2CC[C@@H]3[C@@H](O)[C@]12C[C@@]3(C)O (stereo partly drawn)	-20	-11	3	0	3	-5	-8	-4	-8
N#CCCn1cc(C(=O)NCc2ccccc2)c(-c2ccccc2)n1	6	0	0	37	-2	2	-3	3	6
N[C@@H](CCl)C(=O)O	4	-9	7	-4	0	-8	-8	2	-17
CCOC(=O)C1C2NC(=O)N(Cc3ccccc3)C1(C)Oc1c(OC)cccc12 (stereo not drawn)	-4	-4	5	-5	3	-2	12	1	9
Cc1ccc(N(C)C(=O)Oc2cccc3cccnc23)cc1	2	-7	12	-6	-1	1	-5	-10	5
CCC1(CCC(C)C)C(=O)NC(=S)NC1=O	.	.	4	-18	3	.	-4	.	.
CC(=O)c1cn(Cc2ccccc2F)c2ccccc12	-2	4	10	-18	1	-6	0	-2	28
CC(=O)c1cn(CCCOc2ccccc2)c2ccccc12	23	-2	4	37	1	-4	0	2	25
Nc1cc(Cl)cc(C(=O)O)c1Cl	1	2	-2	23	-1	-2	-7	-9	-1
O=C(Cc1ccccc1)N1CCN(C/C=C/c2ccccc2)CC1	-5	-9	16	-7	-2	-3	-5	-2	-5
COCC(C)OC(=O)c1c(N)n(Cc2ccco2)c2nc3ccccc3nc12 (stereo not drawn)	18	4	i	27	-17	-2	0	2	-23
COCCCn1c(-c2ccc(OC)cc2)cc(C(=O)NC2CCCCCCC2)c1C	-2	-12	-3	25	3	-3	-7	-24	-7

2 compounds picked at random from the list so far:
SMILES	SENP7 block	SENP8 block-1	SENP8 block-2	PfG6PD inh	SENP1 inh	beta cell repl	HKDC1 inh	SENP6 block	UBC13 polyUb
CCOC(=O)c1c(C=O)c2ccccc2n1Cc1ccccc1F	-1	-7	11	-24	1	-4	5	8	10
COCC(C)OC(=O)c1c(N)n(Cc2ccco2)c2nc3ccccc3nc12 (stereo not drawn)	18	4	i	27	-17	-2	0	2	-23

Next part.
SMILES	SENP7 block	SENP8 block-1	SENP8 block-2	PfG6PD inh	SENP1 inh	beta cell repl	HKDC1 inh	SENP6 block	UBC13 polyUb
COc1ccc(-n2c(O)c(C=NCc3ccc4c(c3)OCO4)c(=O)[nH]c2=O)cc1	-12	-1	8	-6	1	0	-4	-4	0
O=c1[nH]c(=O)n(-c2cccc(Cl)c2)c(O)c1C=NCCN1CCCCC1	4	5	16	-11	0	-3	-9	1	1
CC1CN=C(Nc2ccc(N(C)C)cc2)S1 (stereo not drawn)	2	-14	13	11	1	-1	-1	0	0
COc1ccc(N2C(=O)CC(N3CC=C(c4ccccc4)CC3)C2=O)cc1 (stereo not drawn)	5	6	-18	4	-3	-1	-1	10	-20
CC(C)COC(=O)c1ccccc1C(=O)OCC(C)C	1	-2	48*	4	1	-1	-3	-16	7
C[N+]1(C)C2CCC1CC(OC(=O)C(CO)c1ccccc1)C2 (stereo not drawn)	5	-1	7	18	-1	-1	-9	-10	7
CN1C(=O)NC(=O)[C@]2(Cc3ccccc3N3CCN(c4ccccc4)CC32)C1=O (stereo partly drawn)	-10	-4	6	15	-2	-2	-4	3	-15
CC(C)C12CN3CCN(CC(C3)C1O)C2 (stereo not drawn)	3	7	11	4	-2	-1	-14	-6	0
CCOc1cc2c(cc1OCC)-n1cccc1C(c1ccc(C)cc1C)NC2 (stereo not drawn)	-5	-5	19	15	-1	-6	-2	5	27
CCOC(=O)Cn1cc([N+](=O)[O-])nc1[N+](=O)[O-]	15	10	56*	41	1	-2	17	-1	-8
Cc1cc(=O)oc2cc(OCC(=O)N3CCC(C(=O)O)(c4ccccc4)CC3)ccc12	-9	-5	-115	14	1	-4	0	4	0
CN1c2ccc([N+](=O)[O-])cc2CC2(C(=O)NC(=O)N(c3ccccc3)C2=O)C1c1ccccc1 (stereo not drawn)	3	0	26	5	-19	-3	1	-3	-21
O=c1c2cc(Br)ccc2[nH]c(=S)n1-c1ccccc1	11	1	12	-7	4	-4	1	5	46*
O=C1NC(=O)C(=Cc2cc(Cl)ccc2OCc2ccc(C(=O)O)cc2)C(=O)N1	1	-4	-14	8	0	2	-3	-11	-17
Cc1cccc(CN2CCCN(Cc3ccc(Cl)cc3)S2(=O)=O)c1	-16	-11	8	16	3	-2	2	2	-3

An excerpt from above, showing only UBC13 polyUb.
Compound,UBC13 polyUb
CCOc1cc2c(cc1OCC)-n1cccc1C(c1ccc(C)cc1C)NC2 (stereo not drawn),27
O=c1[nH]c(=O)n(-c2cccc(Cl)c2)c(O)c1C=NCCN1CCCCC1,1
CN1c2ccc([N+](=O)[O-])cc2CC2(C(=O)NC(=O)N(c3ccccc3)C2=O)C1c1ccccc1 (stereo not drawn),-21
C[N+]1(C)C2CCC1CC(OC(=O)C(CO)c1ccccc1)C2 (stereo not drawn),7

Further records follow.
SMILES	SENP7 block	SENP8 block-1	SENP8 block-2	PfG6PD inh	SENP1 inh	beta cell repl	HKDC1 inh	SENP6 block	UBC13 polyUb
OCCCCO	2	6	3	12	-1	-2	-5	0	0
CC(C(=O)N1CCC2(CC1)OCCO2)C1Sc2ccccc2NC1=O (stereo not drawn)	1	-2	18	-6	-1	-2	-4	-1	-1
Cc1cccc(NC(=O)N2CC3CC(C2)c2cccc(=O)n2C3)c1 (stereo not drawn)	14	-9	4	-3	0	-1	-4	6	-3
Oc1c(Br)cc(-c2ccccc2)cc1Br	.	.	21	-16	0	.	4	.	.
C1CCC2S[C@H]3CCCCC3NC2C1 (stereo partly drawn)	14	-3	23	10	2	-3	3	-6	-6
CC(=O)c1cccc(OCC(=O)N2CCN(CC(=O)Nc3cccc(F)c3)CC2)c1	1	2	17	-14	5	-2	-1	9	3
CN(C)C=C1C(=O)N(C2CCCCC2)C(=O)N(C2CCCCC2)C1=O	2	7	21	-21	0	-3	32	-1	-21
COC(=O)C1=C(c2ccc(OC)c(OC)c2)C[C@@H]2CC[C@H]1N2C(=O)NCc1cc(C)oc1C(F)(F)F	1	5	8	-1	0	0	-4	-1	-1
Cc1cc(N2C(=O)C3CCCN3C2c2sccc2C)no1 (stereo not drawn)	1	0	13	-27	2	-1	-1	-1	1
CC(=O)O[C@H]1C(=O)[C@@]2(C)C([C@H](OC(=O)c3ccccc3)[C@]3(O)C[C@H](O)C(C)=C1C3(C)C)[C@]1(OC(C)=O)CO[C@@H]1C[C@H]2O (stereo partly drawn)	-4	-1	-6	4	5	3	-2	-5	1
CCN1C(=O)C(=C2C=C(C)N(Cc3ccco3)C(C)=C2)C(=O)N(CC)C1=S	6	4	-289	11	-22	2	-4	-1	?
CN(C)/C=C1/C(=O)NC(=O)N(CCNc2ncc(C(F)(F)F)cc2Cl)C1=O	5	0	1	-8	-94	-2	16	12	-6
O=C(Cc1ccccc1)NC(Cc1ccc(Cl)cc1)C(=O)O (stereo not drawn)	-2	0	10	-9	-1	0	-8	-13	4
COc1ccc(-n2c(O)c(C(C)=NCCc3c[nH]c4ccccc34)c(=O)[nH]c2=O)cc1	-8	-7	10	-3	0	-3	4	-18	-12
Fc1ccc(Cn2nnnc2CN2CCC(n3nnc4cc(C(F)(F)F)ccc43)CC2)cc1	8	1	19	21	0	-6	2	-17	1
CNCC1(c2ccccc2)CCCC1	-14	-8	6	1	1	-3	-2	-16	-4
